LGR2 inh – Drosophila LGR2 receptor signaling inhibition; HEK293 LGR2, CRE-luciferase, bursicon-stimulated, 4 h; inhibition, % at 9.99 µM; actives 0.35% (n = 380,000); AID 720647;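 active = drop in luminescence signal, shown as inhibition above about 50% in the replicate tests, limit read from the data, passing the limit was not always enough; inconclusive = probably only some replicates passing the limit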;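 also: agonist challenge used bursicon conditioned medium at about half maximal strength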
Cneo AK release – causes C. neoformans cell lysis; adenylate kinase release luminescence, 4 h; normalised: neutral wells 0, clomiphene wells 100; lysis activity, % at 15 µM; actives 0.2% (n = 360,000); AID 651654;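 active = mean lysis activity across replicates of at least 80%, whatever share of replicates individually reach that level; inactive = mean lysis activity below 80%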
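Assay system: Cryptococcus neoformans yeast cells / Dosing: single-point compound dose / Timing: 4 h at 37 °C static, read 1 h later / Measured by: luminescence of released adenylate kinase using an AK detection reagent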
PGC1a acetyl inh – modulators of PGC1a acetylation; inhibition, % at 15.6 µM; U2OS PGC1a acetylation, AlphaScreen anti-acetyl-lysine; with virally co-expressed GCN5 acetyltransferase; actives 0.17% (n = 350,000);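 active = every replicate shows inhibition of at least 40%; inconclusive = mean inhibition at least 40% but some replicate below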;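 also: 0% = neutral control wells and 100% = positive control wells; some results beyond the cut were filed as inactive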
XiGFP reactiv – reactivates the inactive X chromosome in mouse fibroblasts | actives 0.055% (n = 360,000) | activation, % at 7.58 µM | AID 743238 | XiGFP mouse fibroblasts, % GFP-positive cells imaging, 3 d; cells co-treated with 5-aza-dC sensitizer; scaled so ellipticine positive control = 100%;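 active = mean normalized replicate activation at least 10% and every replicate at or above 10%; inconclusive = only one of the two criteria met; inactive = mean below 10% and not all replicates reach 10%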;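 also: 0% = median of on-plate neutral control wells and 100% = ellipticine 6 µM median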
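System: 68-5-11 XiGFP fibroblast line | Buffer or medium: DMEM containing 5-aza-dC | Compound: Single point | Times: Compounds 3 days, fix/stain 15 min at room temperature | Benchmarks: Positive control ellipticine, 6 µM final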
C2C12 statin – suppressors of simvastatin-induced myotoxicity in C2C12 myotubes. ATP luminescence, 48 h; scaled: DMSO 0, geranylgeraniol control 100. rescue of ATP level, % at 7.49 µM. actives 0.78% (n = 330,000);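 active = mean ATP rescue above about 67%, or every replicate alone reaching that limit, limit read from the data, passing the limit was not always enough; inconclusive = no clear call, values can overlap the other calls; inactive = mean under the limit and some replicate under it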;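 also: myotubes were challenged with 10 µM simvastatin during compound exposure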
Starred values were filed as active, the others as inactive. These rows are one share of the data; count on the stated rates, not on these rows.

`C=CCc1cc(/C=C2/NC(=O)N(CC)C2=O)cc(OCC)c1OCc1ccc(C(=O)O)cc1` gave LGR2 inh 17 and XiGFP reactiv -0.1.
Cc1cc(C)cc(N(CC(=O)Nc2ccccc2C(=O)N2CCOCC2)S(C)(=O)=O)c1 was read as LGR2 inh -2 and XiGFP reactiv 0.1.
Screening CCOC(=O)c1sc2nc(SCC(=O)NCc3ccco3)n(Cc3ccccc3)c(=O)c2c1C returned LGR2 inh -3 and XiGFP reactiv 0.3.
For Cc1ccnc(NC(=O)c2sc3cc(Cl)ccc3c2Cl)c1 the results were LGR2 inh 6 and XiGFP reactiv 0.3.
For CC(C)(C)c1ccc(/C=C/C(=O)Nc2ccncc2)cc1 the results were LGR2 inh -1 and XiGFP reactiv -0.1.
For O=C(N/N=C/c1ccco1)c1cccc(S(=O)(=O)Nc2ccccc2Cl)c1 the results were LGR2 inh 9 and XiGFP reactiv 0.1.
Screening CCN(CC)S(=O)(=O)c1ccc(C)c(NC(=O)CSc2ncc(C(F)(F)F)cc2Cl)c1 returned LGR2 inh 6 and XiGFP reactiv 0.1.
O=C(N/N=C/c1ccc2c(c1)OCO2)c1ccc2c(c1)OCCO2 was read as LGR2 inh 5 and XiGFP reactiv 1.0.
Screening Cc1ccc2nc(N/C(N)=N/S(=O)(=O)c3ccc([N+](=O)[O-])cc3)nc(C)c2c1 returned LGR2 inh -4 and XiGFP reactiv 0.3.
O=C(NC(=S)Nn1cnc2c(cnn2-c2ccccc2)c1=O)c1ccccc1 was read as LGR2 inh 6 and XiGFP reactiv 2.0.
For COc1ccc2c(c1)c1nc3ccccc3nc1n2Cc1ccc(OC)c(OC)c1 the results were LGR2 inh -8 and XiGFP reactiv 0.1.
CCN(c1ccccc1)S(=O)(=O)c1ccc(Cl)c(NC(=O)COC(=O)c2ccc(Cl)c(N)c2)c1 was read as LGR2 inh 6 and XiGFP reactiv -0.1.
For Cc1ccc(OCCN2CCN(CC(O)Cn3c4ccccc4c4ccccc43)CC2)cc1 (centres undefined) the results were LGR2 inh -10 and XiGFP reactiv inconclusive.
Screening O=C1c2ccccc2C(=O)N1n1cccc1 returned LGR2 inh -5 and XiGFP reactiv 0.3.
Screening O=c1[nH]c2ccccc2nc1/C=C(\O)c1cccs1 returned LGR2 inh -42 and XiGFP reactiv 0.1.
Cc1cc(NC(=O)c2cc(C)on2)n(-c2ccccc2)n1 was read as LGR2 inh 4 and XiGFP reactiv 0.1.
For CCn1c(COc2ccc3c(c2)CCCC3)nnc1SCC(=O)Nc1ccc(C(=O)OC)cc1 the results were LGR2 inh -1 and XiGFP reactiv 0.2.
Screening C1=C(c2ccccc2)Nc2ccccc2N=C1c1ccccc1 returned LGR2 inh -29 and XiGFP reactiv 0.5.
Cc1ccc(OCC(=O)N(c2ccccn2)C2CCCCC2)c(C)c1 was read as LGR2 inh 9 and XiGFP reactiv -0.1.
`CCCCNC(=O)CN(c1cc(C(F)(F)F)ccc1Cl)S(C)(=O)=O` gave LGR2 inh -24 and XiGFP reactiv 0.0.
Screening CCOC(=O)c1sc2nc(CC(C)C)c3c(c2c1N)CCC3 returned LGR2 inh 14 and XiGFP reactiv 0.0.
Screening Cc1ccc(S(=O)(=O)Nc2ccc(Cl)cc2)cc1NC(=O)Cn1cnc2c1c(=O)n(C)c(=O)n2C returned LGR2 inh -7 and XiGFP reactiv 0.0.
`Cn1cc(C(=O)NC2C3CC4CC(C3)CC2C4)cn1` (centres undefined) gave LGR2 inh 3 and XiGFP reactiv 0.2.
Screening CCCCNC(=S)NNC(=O)CCn1cc(C)cn1 returned LGR2 inh 2 and XiGFP reactiv 0.1.
`CCC(C)c1ccccc1OCCn1ccnc1` (centres undefined) gave LGR2 inh 8 and XiGFP reactiv -0.1.
O=C(COC(=O)c1n[nH]c2ccccc12)Nc1ccc([N+](=O)[O-])cc1 was read as LGR2 inh -13 and XiGFP reactiv 0.0.
Cc1nccn1S(=O)(=O)c1cc([N+](=O)[O-])ccc1Cl was read as LGR2 inh -14 and XiGFP reactiv -0.1.
CSc1cnn(Cc2ccccc2)c(=O)c1SCc1ccccc1 was read as LGR2 inh -24 and XiGFP reactiv 0.1.
Screening CC(C)Sc1cc(N2CCOCC2)nc(-c2ccccc2)n1 returned LGR2 inh -14 and XiGFP reactiv 0.0.
For COCCn1c(=NC(=O)/C=C/c2ccccc2Cl)sc2cc(NC(C)=O)ccc21 the results were LGR2 inh 3 and XiGFP reactiv 0.6.
`O=C(/C=C/c1cccc(Cl)c1)NCCN1CCOCC1` gave LGR2 inh 5 and XiGFP reactiv 0.0.
Screening CC(=O)NC(=S)Nc1ccccc1N1CCCCC1 returned LGR2 inh 5 and XiGFP reactiv 0.0.
Cc1cccc(N2C(=O)SC(SC(=Nc3ccccc3)Nc3ccccc3)C2=O)c1 (centres undefined) was read as LGR2 inh -31 and XiGFP reactiv -0.1.
`COc1ccc(CCc2nnc(CCC(=O)N(C)Cc3ccnc4ccccc34)o2)cc1` gave LGR2 inh -7 and XiGFP reactiv 0.1.
Screening CCNC(=O)/C(=C\C=C\c1ccccc1)NC(=O)c1ccc(Br)o1 returned LGR2 inh 20 and XiGFP reactiv -0.1.
`O=C(Nc1nc2ccccc2[nH]1)c1cccc(S(=O)(=O)N2CCOCC2)c1` gave LGR2 inh -21 and XiGFP reactiv 0.3.
For COc1ccc(C)cc1N(C(=O)c1ccc(F)cc1)c1nc2ccccc2s1 the results were LGR2 inh 0 and XiGFP reactiv -0.1.
For C/C(=N\NC(=O)C(N)=O)c1ccc(Br)cc1 the results were LGR2 inh -1 and XiGFP reactiv 0.2.
For CC(C)OC(=O)c1cc(NC(=O)c2nn(C)cc2Br)cc(C(=O)OC(C)C)c1 the results were LGR2 inh -6 and XiGFP reactiv 0.0.
Screening O=C1C=C(c2cccs2)C[C@H](c2ccccc2)[C@H]1n1nnc([N+](=O)[O-])n1 returned LGR2 inh 5 and XiGFP reactiv -0.1.
For CCOC(=O)c1c(NC(=O)CN2C(=O)NC(C)(c3ccc(Cl)cc3)C2=O)sc(C(=O)NC)c1C (centres undefined) the results were LGR2 inh -17 and XiGFP reactiv 0.4.
Screening Cc1ccc(CSc2nnc(-c3ccc(NS(=O)(=O)c4ccccc4)cc3)o2)cc1 returned LGR2 inh -14 and XiGFP reactiv 0.5.
`Cc1ccc2nc(C)c(C(=O)N/N=C/c3cccc([N+](=O)[O-])c3)cc2c1` gave LGR2 inh -16 and XiGFP reactiv 0.0.
Screening O=C1NC(=O)C(CC(=O)N(Cc2cccs2)C2(C(=O)NC3CCCCC3)CCCCC2)N1 (centres undefined) returned LGR2 inh 8 and XiGFP reactiv 0.0.
Screening c1ccc2c(-c3nn[nH]n3)cccc2c1 returned LGR2 inh 13 and XiGFP reactiv -0.1.
O=C(COC(=O)c1ccccc1O)Nc1cccnc1Cl was read as LGR2 inh -2 and XiGFP reactiv 0.2.
Screening COc1ccc([N+](=O)[O-])cc1NC(=O)C(C)OC(=O)c1cccnc1 (centres undefined) returned LGR2 inh 5 and XiGFP reactiv 0.0.
Screening Cc1ccc(-n2sc3ccccc3c2=O)cc1 returned LGR2 inh -19 and XiGFP reactiv -0.1.
COc1ccc(CC2(C)OC(c3ccc(Cl)cc3)=NN2C(C)=O)cc1 (centres undefined) was read as LGR2 inh 6 and XiGFP reactiv -0.1.
For Cc1cccc(-c2noc(-c3ccc(Cl)cc3[N+](=O)[O-])n2)c1 the results were LGR2 inh -20 and XiGFP reactiv 0.0.
`CCOc1ccc(NC(=NCc2ccc3c(c2)OCO3)SC2CC(=O)N(c3ccc(C(=O)O)cc3)C2=O)cc1` (centres undefined) gave LGR2 inh 6 and XiGFP reactiv 0.0.
`CCN(CC(=O)Nc1ccc(NC(C)=O)cc1)C(=O)COc1ccc(C(=O)c2ccccc2)cc1` gave LGR2 inh -3 and XiGFP reactiv 0.1.
For CCNC(=O)COc1cccc(C(=O)NCc2ccccc2)c1 the results were LGR2 inh -3 and XiGFP reactiv -0.1.
For Cc1cccc(/C(N)=N/OC(=O)c2ccc(F)cc2)c1 the results were LGR2 inh -15 and XiGFP reactiv 0.5.
Screening COc1cccc(C(=O)NCC(=O)OCC(=O)c2ccccc2)c1 returned LGR2 inh -3 and XiGFP reactiv 0.4.
Screening O=C(N/N=C/c1ccc(Cl)cc1Cl)c1n[nH]c2c1CCCC2 returned LGR2 inh -10 and XiGFP reactiv 0.7.
`S=C(c1ccccc1)N1CCN(C(=S)c2ccccc2)CC1` gave LGR2 inh 7 and XiGFP reactiv -0.1.
Screening COP(=O)(OC)c1nc(-c2ccccc2)oc1NCc1ccccc1 returned LGR2 inh -17 and XiGFP reactiv 0.0.
For Cc1cc(C)c(COc2ccc(/C=N/n3c(C)n[nH]c3=S)cc2)c(C)c1 the results were LGR2 inh -1 and XiGFP reactiv 0.0.
For Cc1cccc(C)c1NC(=O)C1(NC(=O)C2CCC(=O)N2)CCCCC1 (centres undefined) the results were LGR2 inh 35 and XiGFP reactiv 0.2.

Next section (two carried over from the part before).
For Cc1cc(C)c(COc2ccc(/C=N/n3c(C)n[nH]c3=S)cc2)c(C)c1 the results were LGR2 inh -1 and XiGFP reactiv 0.0.
For Cc1cccc(C)c1NC(=O)C1(NC(=O)C2CCC(=O)N2)CCCCC1 (centres undefined) the results were LGR2 inh 35 and XiGFP reactiv 0.2.
For COC(=O)c1ccccc1NC(=S)NC(=O)c1ccccc1F the results were LGR2 inh -13 and XiGFP reactiv 0.0.
COc1ccc(CNC(=O)CCCn2nc(C)c([N+](=O)[O-])c2C)cc1 was read as LGR2 inh 1 and XiGFP reactiv 0.1.
COc1cccc(C(=O)Nc2cc3c(cc2Cl)OCCCO3)c1 was read as LGR2 inh 4 and XiGFP reactiv 0.1.
Screening CCSc1nnc(NC(=O)C(C)Sc2nc3ccccc3[nH]2)s1 (centres undefined) returned LGR2 inh -4 and XiGFP reactiv 0.0.
`Cc1ccc(NC(=O)COC(=O)CNC(=O)c2cccc([N+](=O)[O-])c2)cc1S(=O)(=O)N1CCCCCC1` gave LGR2 inh 9 and XiGFP reactiv 0.0.
`Cc1ccc(NCc2cccnc2)cc1` gave Cneo AK release 0, PGC1a acetyl inh 4 and C2C12 statin 2.
CCSc1nc(-c2ccc(OC)cc2)cc(-c2ccc(OC)cc2)c1C#N was read as Cneo AK release 5, PGC1a acetyl inh 5 and C2C12 statin 3.
For CC(C)NC(=O)CN(c1cccc(Br)c1)S(C)(=O)=O the results were Cneo AK release 1, PGC1a acetyl inh -1 and C2C12 statin 25.
`O=C(Oc1ccc(Cl)cc1)c1ccc(COC(=O)c2cnccn2)cc1` gave Cneo AK release -2, PGC1a acetyl inh 15 and C2C12 statin 1.
Screening COCCNc1ncnc2c1cnn2Cc1ccc(Cl)cc1 returned Cneo AK release -5, PGC1a acetyl inh -23 and C2C12 statin 7.
Screening N#CC1=C(N)OC2=C(C(=O)CCC2)C12CCC1(CC2)OCCO1 returned Cneo AK release 0, PGC1a acetyl inh 11 and C2C12 statin 4.
For CCS(=O)(=O)Nc1ccc2c(c1)N(C(C)=O)c1ccccc1CC2 the results were Cneo AK release 4, PGC1a acetyl inh 7 and C2C12 statin -13.
`COc1ccc(N2CCN(C(=O)Cn3c(=O)[nH]c4ccsc4c3=O)CC2)cc1` gave Cneo AK release 6, PGC1a acetyl inh 5 and C2C12 statin 8.
Cc1n[nH]c(C)c1S(=O)(=O)N1CCCC(C(=O)NCC2COc3ccccc3O2)C1 (centres undefined) was read as Cneo AK release 2, PGC1a acetyl inh -13 and C2C12 statin -3.
CN(C)CCCN(C(=O)c1cccs1)c1nc(-c2ccccc2)cs1 was read as Cneo AK release 2, PGC1a acetyl inh -8 and C2C12 statin 1.
Screening Cc1[nH]nc(-c2ccc(OCc3cnn(-c4ccccc4)c3)c(C)c2O)c1Oc1ccccc1 returned Cneo AK release 10, PGC1a acetyl inh -5 and C2C12 statin -95.
For COC(=O)c1ccn(-c2nc(-c3ccco3)cc(C(F)(F)F)n2)n1 the results were Cneo AK release -2, PGC1a acetyl inh 7 and C2C12 statin 2.
Screening COc1cccc(N=Nc2c(N)[nH]n3c(=O)cc(-c4ccccc4)nc23)c1 returned Cneo AK release 3, PGC1a acetyl inh 16 and C2C12 statin -23.
`CCOC(=O)C1CCCN(C(=O)c2cc3cc4ccc(OC)cc4nc3o2)C1` (centres undefined) gave Cneo AK release -1, PGC1a acetyl inh 3 and C2C12 statin -4.

Screening data as filed in PubChem BioAssay.
